Source: PubChem BioAssay
TDP1 cell CPT: growth inhibition of DT40 Tdp1-/-;hTDP1 cells with camptothecin (screen for TDP1 inhibitors). 420,000 tested, 12% active. Potency, µM (series often up to 46.2 µM), inactives show top-dose activity change, negative = growth inhibition, actives largely listed as inhibitors. AID 686979. chicken DT40 Tdp1-/-;hTDP1 cells + 20 nM CPT, ATP luminescence, 48 h; also: nearly all actives have a fitted effect of over 55% in size
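Chicken DT40 Tdp1-/- cells stably complemented with human TDP1 were seeded at 400 cells/well in medium containing 20 nM camptothecin, exposed to pin-transferred compounds, and grown at 37 °C for at least 48 hr. Viability was read as ATP luminescence.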
GCN5L2 inh: inhibitors of human GCN5L2 histone acetyltransferase; Q92830; GCN5L2 HAT assay, ThioGlo1 CoA-SH fluorescence; Potency, µM (doses to about 58.9 µM), for the others: at the top dose activity change, negative = inhibition, usual class: inhibitors; 390,000 tested, 0.21% active; AID 504327
Target sequence (Q92830 whole entry, looked up): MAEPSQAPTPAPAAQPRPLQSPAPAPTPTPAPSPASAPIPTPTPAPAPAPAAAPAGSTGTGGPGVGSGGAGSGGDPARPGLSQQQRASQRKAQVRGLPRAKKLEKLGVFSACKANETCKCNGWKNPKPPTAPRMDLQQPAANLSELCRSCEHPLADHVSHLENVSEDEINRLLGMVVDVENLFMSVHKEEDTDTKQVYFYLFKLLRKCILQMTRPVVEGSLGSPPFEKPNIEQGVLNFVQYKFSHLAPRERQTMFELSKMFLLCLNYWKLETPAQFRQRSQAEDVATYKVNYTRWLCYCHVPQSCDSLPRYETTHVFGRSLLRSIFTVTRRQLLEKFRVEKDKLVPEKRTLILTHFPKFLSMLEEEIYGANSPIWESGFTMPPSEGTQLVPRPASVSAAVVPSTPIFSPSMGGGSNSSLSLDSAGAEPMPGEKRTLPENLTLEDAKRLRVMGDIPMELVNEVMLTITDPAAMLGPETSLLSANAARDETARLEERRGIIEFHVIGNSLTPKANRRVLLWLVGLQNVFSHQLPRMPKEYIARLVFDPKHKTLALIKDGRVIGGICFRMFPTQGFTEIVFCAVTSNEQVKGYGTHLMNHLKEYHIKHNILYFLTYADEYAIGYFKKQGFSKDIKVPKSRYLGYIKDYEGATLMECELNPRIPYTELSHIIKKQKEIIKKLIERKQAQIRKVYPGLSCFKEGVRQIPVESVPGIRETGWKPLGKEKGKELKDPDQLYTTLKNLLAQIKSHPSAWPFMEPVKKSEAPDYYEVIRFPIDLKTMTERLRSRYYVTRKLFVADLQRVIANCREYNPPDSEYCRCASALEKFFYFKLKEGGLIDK
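qHTS, 1536-well. 20nM enzyme, pH 7.5 HEPES/EDTA/Tween-20 buffer; 15 min compound preinc., RT. Start: 75uM H3(1-25), 70uM AcCoA, 50uM ThioGlo1. Read Ex340/Em540 at t=0 (autofluorescence flag) and t=20 min.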
TDP1 cell noCPT: qHTS for Inhibitors of human tyrosyl-DNA phosphodiesterase 1 (TDP1): qHTS in cells in absence of CPT; Potency, µM (top dose mostly 46.2 µM), for the others: at the highest dose activity change, negative = growth inhibition, usual class: inhibitors; 420,000 tested, 15% active; DT40 Tdp1-/- hTDP1 cells, no CPT, ATP luminescence, 48 h; AID 686978, 2013; also: nearly all actives have a fitted effect of over 55% in size
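Stably hTDP1-transfected Tdp1-null chicken DT40 cells were treated with library compounds minus camptothecin and grown for at least 48 hr at 37 °C, after which cellular ATP was quantified by luminescence.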
The depositor's hits bear a star; ? = inconclusive; · = not tested or not shown; & = joins results of further samples; [ ] = remark or other dose. Calls follow the shape of the dose curve; as a rule, active = well fitted curve in the direction sought with a large enough effect; inconclusive = small, poorly fitted or top-dose-only effect, or another doubt; inactive = no such curve, though single readings can be large; an effect the other way counts as inactive or inconclusive. % is scaled to controls: 0 for no effect and ±100 for the full control effect; potency is read from the fitted curve at half-maximal effect.

No.	smiles	TDP1 cell noCPT	TDP1 cell CPT	GCN5L2 inh
1	Cc1nc2ccccc2cc1C(=O)NCc1ccc(F)cc1	?	?	-5%
2	CC(=O)N1CCC[C@@]2(CCN(Cc3ccc(C#N)cc3)C2)C1	-16%	2%	0%
3	CC(C)c1ccc(S(=O)(=O)N2CCN(C(=O)C3CCCC3)CC2)cc1	-29%	-6%	-3%
4	Cc1ccc(CSCC(=O)N2CCN(c3ccccc3)CC2)cc1	?	?	-6%
5	Nc1nc(=S)c2[nH]c(=S)[nH]c2[nH]1	-27%	-14%	·
6	CCOc1ccccc1NC(=O)c1cc(S(=O)(=O)N2CCN(CC)CC2)ccc1Cl	-21%	-4%	0%
7	COCCCn1c(SCC(=O)NC2CCCC2)nnc1-c1ccco1	-12%	-17%	3%
8	CCN(CC)C(=O)C1(P(=O)(c2ccccc2)c2ccccc2)CCC1	-26%	?	-8%
9	Cc1ccc(-n2c(Cn3ncc4ccccc4c3=O)n[nH]c2=S)cc1	-9%	-7%	18%
10	CC1(C)NC(=O)N(CC(O)CN2C(=O)CCC2=O)C1=O (stereo not given)	5%	0%	-10%
11	O=C(NC(=S)NC(=O)c1ccccc1F)c1ccccc1F	?	5%	-1%
12	Cc1ccc2ccc3cc(C(=O)Nc4ccc(C)c(F)c4)nc3c2[nH]1	16µM*	?	-16%
13	COc1ccccc1-c1cncnc1NCc1cccs1	-24%	-2%	-1%
14	COc1ccc(C)cc1S(=O)(=O)NCc1cccs1	10%	6%	-7%
15	CCOC(=O)N1CCN(C(=O)c2ccc(CSc3ccc(Cl)cc3)cc2)CC1	7.3µM*	?	-22%
16	O=C1N(C2CCCC2)C[C@@H]2C[C@@H](c3cccn3-c3ccccn3)N3CCC[C@@]123	-2%	-1%	0%
17	Cn1c(=O)[nH]c2cc3ccccc3cc21	12%	-5%	-1%
18	CN(C)CCOCCSc1ccc(Cl)cc1	-11%	-5%	-2%
19	O=C(CCSC1=NCCCN1)c1ccc(F)cc1	2.9µM*	1.8µM*	·
20	COc1cc(SC)ccc1C(=O)N1CCN(c2ccc(O)cc2)CC1	9.2µM*	?	-10%
21	CCOC(=O)C1CCN(C(=O)COC(=O)C23CC4CC(CC(C4)C2)C3)CC1	?	?	0%
22	Cc1nn(CC(=O)N/N=C/c2cccs2)c(C)c1[N+](=O)[O-]	-28%	3%	-5%
23	COc1ccc(CNC(=O)COC(=O)c2n[nH]c3ccccc23)cc1OC	?	?	1%
24	NC(=O)C1CCN(S(=O)(=O)c2cc3c(cc2Cl)NC(=O)CO3)CC1	-2%	8%	2%
25	Cc1ccc(C(=O)OCC(=O)Nc2ccccc2)cc1NC(=O)c1ccco1	-4%	-9%	-4%
26	CCCc1nnc(NC(=O)CCC(=O)N2CCN(S(=O)(=O)c3ccc(F)cc3)CC2)s1	14%	-1%	4%
27	CCn1c(-c2cccnc2)nc2cc(NC(=O)COC)cc(C(=O)N3CC[C@@H]4CCCC[C@H]4C3)c21	-30%	10%	·
28	COc1ccc(C)cc1NC(=O)C1CCN(C(=O)c2ccc(C(C)(C)C)cc2)CC1	18µM*	?	-4%
29	COc1ccccc1NC(=O)c1ccc(-c2ccccc2F)o1	?	?	-4%
30	CCn1cc(CN2CCC(n3nccc3NC(=O)c3cccc(F)c3)CC2)cn1	-6%	4%	-22%

2 entries from above, with two lines to a compound:
Each structure is followed by: TDP1 cell noCPT | TDP1 cell CPT | GCN5L2 inh
21: CCOC(=O)C1CCN(C(=O)COC(=O)C23CC4CC(CC(C4)C2)C3)CC1
    ? | ? | 0%
30: CCn1cc(CN2CCC(n3nccc3NC(=O)c3cccc(F)c3)CC2)cn1
    -6% | 4% | -22%

Remaining list, next part
No.	smiles	TDP1 cell noCPT	TDP1 cell CPT	GCN5L2 inh
31	CCOc1ccc(NC(=O)NCc2ccc3c(c2)CCN3C(C)=O)cc1	-7%	-17%	2%
32	Cc1ccc2nc(Nc3ccccc3)c(C=O)c(=O)n2c1	-3%	7%	-18%
33	Nn1c(SCC(=O)Nc2ccc(S(=O)(=O)N3CCCC3)cc2)nnc1C(F)(F)F	-5%	-17%	-3%
34	CC(/C=C/c1ccc(C)o1)=C\C(=O)O	18µM*	12µM*	?
35	c1ccc(-n2cnc3ccccc32)nc1	-28%	-20%	3%
36	O=[N+]([O-])c1cccc(NC(=S)N2CCN(S(=O)(=O)c3ccccc3)CC2)c1	-11%	9%	-23%
37	CCN(CC)c1ccc(N=Cc2cc(Br)ccc2O)cc1	?	16µM*	-5%
38	Cc1ccccc1-c1nn(-c2ccc(F)cc2F)cc1CNCCCN(C)C	7.3µM*	?	-11%
39	CCOC(=O)c1c(C)[nH]c(N=Nc2ccccc2)c1C	23µM*	?	-13%
40	CCC(C)[C@H](NC(=O)C1CCN(C(=O)[C@H](Cc2ccccc2)NC(=O)OC(C)(C)C)CC1)C(=O)O (stereo not given in full)	3%	5%	-11%

Quoted from above: entries 31–34
No.	smiles	TDP1 cell noCPT	TDP1 cell CPT	GCN5L2 inh
31	CCOc1ccc(NC(=O)NCc2ccc3c(c2)CCN3C(C)=O)cc1	-7%	-17%	2%
32	Cc1ccc2nc(Nc3ccccc3)c(C=O)c(=O)n2c1	-3%	7%	-18%
33	Nn1c(SCC(=O)Nc2ccc(S(=O)(=O)N3CCCC3)cc2)nnc1C(F)(F)F	-5%	-17%	-3%
34	CC(/C=C/c1ccc(C)o1)=C\C(=O)O	18µM*	12µM*	?

Filtered by structure, the compounds so far containing a furan ring, fused or not
No.	smiles	TDP1 cell noCPT	TDP1 cell CPT	GCN5L2 inh
7	COCCCn1c(SCC(=O)NC2CCCC2)nnc1-c1ccco1	-12%	-17%	3%
25	Cc1ccc(C(=O)OCC(=O)Nc2ccccc2)cc1NC(=O)c1ccco1	-4%	-9%	-4%
29	COc1ccccc1NC(=O)c1ccc(-c2ccccc2F)o1	?	?	-4%
34	CC(/C=C/c1ccc(C)o1)=C\C(=O)O	18µM*	12µM*	?

Additional structures:
No.	smiles	TDP1 cell noCPT	TDP1 cell CPT	GCN5L2 inh
41	CCn1c(=O)cc(OCC(=O)Nc2nc(C)cs2)c2ccccc21	-10%	-12%	-2%
42	COc1ccc(NC(=O)c2cccc(N3C(=O)C4CCC(C)CC4C3=O)c2)c(OC)c1 (stereo not given)	?	-8%	-2%
43	NN=C1c2ccccc2-c2ccc(N)cc21	?	?	·
44	CC(C)c1nn2c(=O)cc(COC(=O)c3cccc(NC(=O)CCc4ccccc4)c3)nc2s1	-11%	11%	-4%
45	Cc1ccc(NC(=O)CN2CCN(C3CCCCC3)C(=O)C2=O)cc1C	-7%	?	5%
46	CCN(CC)C(=O)c1[nH]cnc1C(=O)N[C@@H](C)C(=O)OCc1ccccc1	10µM*	?	-6%
47	CCc1ccc(-c2cc3c(=O)n(CC(=O)NCCCN4CCN(CC)CC4)nc(C)n3n2)cc1	?	18µM*	0%
48	COc1ccc(NC(=O)CN2C(=O)COc3ccc(S(=O)(=O)N4CCCCCC4)cc32)cc1	16µM*	4.6µM*	-1%&-3%
49	O=C(CSc1nc(=O)n(Cc2ccccn2)c2c1CCC2)Nc1cccc(Cl)c1	?	?	-7%
50	Cc1cccc(NC(=O)C(=O)c2cc(C)n(-c3ccccc3)c2C)c1C	?	-8%	-4%
51	CCOc1cc2[nH]c(=S)n(CCN3CCCCC3C)c(=O)c2cc1OCC (stereo not given)	-22%	-24%	-9%
52	Cc1cnc(C(=O)OCC(=O)c2c[nH]c3ccccc23)cn1	-1%	-16%	-2%
53	Cc1ccc(C)c(OCc2cc(C(=O)N3C[C@@H](C)O[C@@H](C)C3)no2)c1	?	16µM*	-22%
54	CCOc1ccccc1C(=O)N[C@H](C(=O)NCc1ccccc1)C(C)C	0%	34%[activator]	-5%
55	CCc1cccc(NC(=O)Cn2nc(-c3ccc(OC)cc3)ccc2=O)c1	?	-30%	-5%
56	COc1ccc(N2CCN(C3CCCN(Cc4cccc(C)c4)C3)CC2)cc1 (stereo not given)	?	?	?
57	CCc1ccccc1NC(=O)c1cnc2sc(N3CCOCC3)nn2c1=O	-11%	-4%	-8%
58	O=C(O)CC1SC(=O)N(CC(=O)c2ccccc2)C1=O (stereo not given)	0%	4%	-4%
59	O=C(Cc1cccc(NC(=O)C2CCCN(C(=O)CCc3ccccc3)C2)c1)Nc1ccc(C(=O)N2CCOCC2)cc1 (stereo not given)	?	?	·
60	CC(=O)Nc1ccc(NC(=O)c2nc(-c3ccccc3)oc2C)cc1	-23%	?	0%

7 entries from above, in transposed form:
[52] Cc1cnc(C(=O)OCC(=O)c2c[nH]c3ccccc23)cn1
[59] O=C(Cc1cccc(NC(=O)C2CCCN(C(=O)CCc3ccccc3)C2)c1)Nc1ccc(C(=O)N2CCOCC2)cc1 (stereo not given)
[51] CCOc1cc2[nH]c(=S)n(CCN3CCCCC3C)c(=O)c2cc1OCC (stereo not given)
[53] Cc1ccc(C)c(OCc2cc(C(=O)N3C[C@@H](C)O[C@@H](C)C3)no2)c1
[58] O=C(O)CC1SC(=O)N(CC(=O)c2ccccc2)C1=O (stereo not given)
[57] CCc1ccccc1NC(=O)c1cnc2sc(N3CCOCC3)nn2c1=O
[60] CC(=O)Nc1ccc(NC(=O)c2nc(-c3ccccc3)oc2C)cc1

Compound | 52 | 59 | 51 | 53 | 58 | 57 | 60
TDP1 cell noCPT | -1% | ? | -22% | ? | 0% | -11% | -23%
TDP1 cell CPT | -16% | ? | -24% | 16µM* | 4% | -4% | ?
GCN5L2 inh | -2% | · | -9% | -22% | -4% | -8% | 0%

New compounds follow
No.	smiles	TDP1 cell noCPT	TDP1 cell CPT	GCN5L2 inh
61	CCOC(=O)C1=C(O)C(=O)NC(c2ccccc2)=C(OCC)C1	-2%	-3%	3%
62	O=C(CSc1nc2c(c(=O)[nH]1)CN(Cc1ccc3c(c1)OCO3)CC2)Nc1ccccc1Cl	?	-11%	-3%
63	COc1ccc(OC)c(/C=C/C(=O)N2CCCc3ccccc32)c1	?	-26%	-12%
64	COc1ccc(CNC(=O)C2CCN(S(=O)(=O)c3ccccc3)CC2)cc1	-2%	-1%	-1%
65	CC(C)Oc1ccc(C(=O)NN2C(=O)NC3(CCCCC3)C2=O)cc1	-22%	-7%	-2%
66	Cn1ncc([N+](=O)[O-])c1C(=O)Nc1nc2ccccc2n1CCN1CCCCC1	?	-20%	-3%
67	CCC1CCCCN1C(=O)COC(=O)c1cc2ccccc2cc1O (stereo not given)	?	-20%	-13%
68	CC1(C)CC(=O)C=C(Nc2ccc(OCC(F)(F)C(F)F)cc2)C1	?	-9%	-11%
69	O=C(Nc1nc2ccc(Cl)cc2s1)c1ccc(S(=O)(=O)N2CCCC2)cc1	-22%	-3%	-5%
70	Oc1cccc2ccc(/C=C/c3ccccc3Cl)nc12	7.3µM*	9.2µM*	-4%
71	CC(C)Cn1c(C(C)NC(=O)Cc2ccccc2)nc2ccccc21 (stereo not given)	6.5µM*	12µM*	-10%
72	NC1=NS(=O)(=O)NC1c1ccc(Cl)cc1 (stereo not given)	-22%	-3%	19%
73	Cc1ccc(-n2nc(C)cc2NC(=O)c2ccc(C)s2)cc1	-17%	?	-1%
74	COc1ccccc1C(=O)C1CCCN(C(=O)C2=CC(=O)CC(C)(C)O2)C1 (stereo not given)	2%	-20%	11%
75	COc1ccc(S(=O)(=O)N2CCCC2CNC(=O)C(=O)NCc2cccs2)cc1 (stereo not given)	?	?	-6%
76	Cc1ccc(C)c(N2N=C(C(=O)O)CCC2=O)c1	9%	-19%	-1%
77	CC/C(=N\OC(=O)c1ccc(OC(C)C)cc1)c1ccc(C)cc1	?	?	-6%
78	O=C(NCCCCCCNC(=O)OCc1ccccc1)OCc1ccccc1	-2%	1%	·
79	CN(C)c1nc(N(C)C)nc(N(C)C)n1	-4%	?	?
80	COc1cccc(CNC(=O)c2ccc(-c3nc(CS(=O)(=O)c4ccccc4)c(C)o3)cc2)c1	23µM*	?	-6%
